# Source: PubChem (National Center for Advancing Translational Sciences (NCATS))
# EPAC1 antag: qHTS for Antagonist of cAMP-regulated guanine nucleotide exchange factor 3 (EPAC1): primary screen; Rap guanine nucleotide exchange factor 3 (Homo sapiens), O95398; EPAC1 GEF assay, Rap1b-BODIPY-GDP exchange fluorescence; Potency, µM (top dose mostly 115 µM), for the others: at the highest dose activity change, negative = inhibition, most hits filed as inhibitors; 360,000 compounds, 0.14% hits;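 further: plate controls were vehicle for no effect and positive control for full effect; nearly all actives have a fitted effect of over 50% in size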
# EPAC2 ag: qHTS for Agonist of cAMP-regulated guanine nucleotide exchange factor 4 (EPAC2): primary screen | Rap guanine nucleotide exchange factor 4 (Homo sapiens), Q8WZA2 | EPAC2 activation, biochemical qHTS; response scale: 100% = 6.5 mM cAMP response | Potency, µM (top dose mostly 154 µM), for inactives: top-dose activation, actives largely listed as activators | 360,000 compounds, 0.079% hits; further: nearly all actives have a fitted effect of over 50% in size
#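 Each well held 100 nM EPAC2, 250 nM RAP1B-BODIPY-GDP and 50 uM GDP. Fluorescence, read at 5-min intervals to 30 min, was referenced to a 6.5 mM cAMP positive control.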
# PTHR1 agonist: qHTS for PTHR1 Agonists: Primary Screen. Parathyroid hormone/parathyroid hormone-related peptide receptor (Homo sapiens), Q03431. Potency, µM (series often up to 115 µM), for inactives: at the top dose activation, usual class: activators. HEK293 GP2 PTHR1 cells, GloSensor cAMP luminescence, 1 h. 410,000 compounds, 0.075% hits. AID 743266, 2014; further: nearly all actives have a fitted effect of over 55% in size; some results filed as inactive show a strong effect at the top dose; inactives centre near -15; many of its hits are not listed in these tables
# Target sequence (Q03431 whole entry, looked up): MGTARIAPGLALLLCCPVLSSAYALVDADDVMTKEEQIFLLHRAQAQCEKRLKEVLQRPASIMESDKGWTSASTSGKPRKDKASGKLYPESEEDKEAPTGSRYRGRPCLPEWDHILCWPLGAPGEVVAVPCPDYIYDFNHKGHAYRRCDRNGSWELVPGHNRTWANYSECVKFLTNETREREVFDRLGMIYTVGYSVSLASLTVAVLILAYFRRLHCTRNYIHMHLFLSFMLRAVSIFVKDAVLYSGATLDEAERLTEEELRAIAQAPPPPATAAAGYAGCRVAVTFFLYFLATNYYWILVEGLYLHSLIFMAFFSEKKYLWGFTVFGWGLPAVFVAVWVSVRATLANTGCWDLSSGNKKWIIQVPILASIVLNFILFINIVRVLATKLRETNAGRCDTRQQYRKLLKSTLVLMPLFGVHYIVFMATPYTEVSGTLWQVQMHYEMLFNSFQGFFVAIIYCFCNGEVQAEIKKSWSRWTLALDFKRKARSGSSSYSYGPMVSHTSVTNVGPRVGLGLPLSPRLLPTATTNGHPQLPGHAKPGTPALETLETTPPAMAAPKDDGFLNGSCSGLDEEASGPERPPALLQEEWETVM
#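 HEK-293-derived GP2 cells expressing PTHR1 and a GloSensor cAMP reporter, 3,000/well, plated overnight, given luciferin plus IBMX (each 0.5 mM as added) for 1 h at 37 °C, then compound for 1 h at 37 °C. Luminescence was read after 15 min at room temperature.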
# FUS yeast rescue: qHTS for Suppressors of FUS Proteinopathy: Primary screen using FUS-linked yeast assay | S. cerevisiae FUS-expressing, growth rescue, OD600, 24 h | Potency, µM (highest dose often 76.6 µM), without a hit: top-dose growth rescue (activation), most hits filed as activators | 390,000 compounds, 0.24% hits | AID 1347120, 2019;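 further: plate controls were DMSO vehicle for no effect and reference control for full effect; nearly all actives have a fitted effect of over 55% in size; some results filed as inactive show a strong effect at the top dose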
#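 S. cerevisiae expressing FUS from galactose induction served as the toxicity model. Growth after 24hr at 30C, read as absorbance at 600 nm, indicates suppression of toxicity; compounds dosed at several concentrations.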
# EPAC1 agonist: qHTS for Agonist of cAMP-regulated guanine nucleotide exchange factor 3 (EPAC1): primary screen | Rap guanine nucleotide exchange factor 3 (Homo sapiens), O95398 | EPAC1 agonist qHTS, biochemical assay; response scale: 100% = response to 6.5 mM cAMP | Potency, µM (top dose mostly 154 µM), without a hit: at the top dose activation, usual class: activators | 360,000 compounds, 0.073% hits | AID 720707, 2013; further: nearly all actives have a fitted effect of over 60% in size
#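 Nucleotide exchange assay: 100 nM EPAC1 with 250 nM Rap1B loaded with BODIPY-GDP and 50 uM GDP, room temperature. Fluorescence (480/540 nm) read every 5 min for 30 min; signal change normalized to 6.5 mM cAMP as full agonist.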
# aSyn rescue: qHTS of alpha-syn Inhibitors; Yeast expressing alpha-synuclein, growth rescue, BacTiter-Glo, 24 h; 370,000 compounds, 0.14% hits; Potency, µM (top dose mostly 46.1 µM), for inactives: top-dose growth rescue (activation), usual class: activators; AID 652106, 2013; further: % of control where 0% means no effect; nearly all actives have a fitted effect of over 65% in size
#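 Galactose-induced alpha-syn yeast (OD600=0.02, raffinose-pregrown) + pinned cpd, 24 hr, 30 deg C; growth by BacTiter-Glo luminescence. Growth restoration scores as activation.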
# TDP43 rescue: qHTS of TDP-43 Inhibitors; TDP-43 expressing yeast growth rescue, BacTiter-Glo, 24 h; Potency, µM (highest dose often 46.1 µM), without a hit: at the highest dose growth rescue (activation), usual class: activators; 410,000 compounds, 1.8% hits; further: % of control where 0% means no effect; nearly all actives have a fitted effect of over 50% in size
#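 Cell-based yeast growth screen: TDP-43 expression induced in galactose, inoculum OD600=0.02 after raffinose pregrowth to mid-log. Read-out BacTiter-Glo luminescence at 24 hr, 30 deg C; inhibition of toxicity seen as signal increase.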
# EPAC2 antag: qHTS for Antagonist of cAMP-regulated guanine nucleotide exchange factor 2 (EPAC2): primary screen | Potency, µM (doses to about 114 µM), for inactives: at the top dose activity, negative = inhibition, hits mostly inhibitors | AID 720708, 2013 | EPAC2 GEF exchange of Rap1B-BODIPY-GDP, fluorescence | 360,000 compounds, 0.18% hits | Rap guanine nucleotide exchange factor 4 (Homo sapiens), Q8WZA2; further: on the % scale 0 is the no-effect control and ±100 the full control effect; nearly all actives have a fitted effect of over 45% in size; many of its hits are not listed in these tables
# * marks the source's active call; other numbers are inactive results; i = inactive; ? = inconclusive; . = no result given; [ ] = another dose, or the depositor's remark. The call rests on the fitted dose curve; in most records, active means well fitted curve in the direction sought with a large enough effect; inconclusive means small, poorly fitted or top-dose-only effect, or another doubt; inactive means no such curve, though single readings can be large; an effect the other way counts as inactive or inconclusive. Potency means the concentration at half of the fitted maximal effect. A portion of the library. The share of hits here may be higher or lower than overall.
SMILES,EPAC1 antag,EPAC2 ag,PTHR1 agonist,FUS yeast rescue,EPAC1 agonist,aSyn rescue,TDP43 rescue,EPAC2 antag
COc1ccc(C)cc1-n1nnnc1SCC(=O)NNC(=O)c1ccc([N+](=O)[O-])cc1,8.3%,-4.8%,-12.3%,-3.3%,14.4%,-4.1%,-4.8%,3.2%
CCc1ccccc1NC(=O)CN1CCN(C(=O)CN2C(=O)NC3(CCCC3)C2=O)CC1,1.8%,6.5%,-24.2%,-11.8%,12.1%,-6.7%,1.8%,2.4%
CC1CCN(C(=O)c2ccc(-n3cnnn3)cc2)CC1,-1.8%,8.8%,-11.4%,5.8%,8.6%,-2.6%,-2.9%,-7.8%
CCn1c(-c2ccccc2Cl)nn(CC(=O)Nc2cc(Cl)ccc2Cl)c1=S,-5.9%,18.3%,i,37.9%,14.3%,-4.0%,?,-3.5%
COc1ccc(-n2nc(C(=O)NCC(=O)NCCc3ccc(OC)c(OC)c3)c3ccccc3c2=O)cc1Cl,-28.5%,5.2%,-33.5%[inhibitor],?,3.8%,-2.3%,-7.2%,-13.5%
Cc1cc(N2C(=O)C3CC=CC(C)C3C2=O)no1 (centres undefined),-1.6%,6.8%,i,11.3%,8.0%,-0.2%,-5.8%,3.7%
Cn1nc(C(=O)Nc2cccc(C(=O)NC3CC3)c2)c2ccccc2c1=O,-23.1%,3.5%,i,-17.1%,0.5%,5.8%,7.8%,-1.7%
Cc1ccccc1NC(=O)N(CCc1nc2ccccc2[nH]1)Cc1ccccc1,-8.7%,6.8%,i,3.3%,-1.8%,1.9%,11.2%,-0.6%
CSc1nc(C)cc(Oc2ccc(OCCOc3ccccc3)nn2)n1,21.1%,-6.8%,-21.5%,8.9%,-2.8%,11.2%,26.0%,6.4%
COc1cccc(CNC(=O)CCC2CCCN(Cc3ccc4c(c3)CCO4)C2)c1 (centres undefined),23.3%,8.7%,-2.5%,-20.5%,4.5%,-2.9%,-0.5%,-6.6%
NS(=O)(=O)c1ccc(NC(=S)N2CCN(c3cccc(Cl)c3)CC2)cc1,-12.5%,1.9%,-29.5%,1.8%,4.0%,-0.7%,20.2%,-0.2%
Cc1cc(C)n2nc(C(=O)NC(c3ccccc3)c3ccccc3)nc2n1,-0.2%,-3.3%,i,13.2%,1.9%,1.5%,18.8%,3.8%
Cc1cc(C)nc(SCC(=O)Nc2cccc(S(=O)(=O)N(C)C)c2)n1,0.4%,-0.1%,-19.8%,6.1%,3.2%,-12.9%,1.1%,1.2%
CCOc1ccc(NC(=O)c2ccc3c(c2)N(Cc2ccc(F)cc2)C(=O)CS3=O)cc1 (centres undefined),-11.0%,8.0%,-25.4%,?,4.3%,-1.6%,4.1%,-11.6%
CC(C)CC(NC(=O)C1CCC(C)CC1)C(=O)Nc1ccc2c(c1)OCCO2 (centres undefined),?,-10.7%,-5.5%,38.3%,-27.3%,-0.4%,1.7%,29.5%
Cc1ccc(CNS(=O)(=O)c2ccc3c(c2)NC(=O)C(C)S3)cc1 (centres undefined),-14.2%,-7.1%,-8.7%,2.5%,6.8%,1.6%,7.6%,-8.9%
CN(C)c1nc(N)nc(-c2ccco2)n1,5.0%,-12.7%,-20.4%[57.5 µM],-2.5%,-10.0%,-8.4%,6.3%,-2.8%
CCOC(=O)Cn1nc(-c2ccccc2)c(-c2ccccc2)nc1=O,-1.7%,14.0%,-5.8%,13.6%,7.9%,6.9%,6.7%,-4.3%
CCOC(=O)c1c(C)[nH]c(C(=O)COC(=O)COc2ccc(OC)cc2)c1C,-3.6%,-3.8%,-18.2%,.,-8.5%,?,6.0%,1.9%
COc1ccc(/C=C2\CC/C(=C\c3ccc(OC)cc3OC)C2=O)c(OC)c1,0.3%,2.4%,i,-14.7%,3.0%,-6.4%,12.2%,7.9%

# Arranged by heavy-atom count (low to high): part of the list above.
SMILES,EPAC1 antag,EPAC2 ag,PTHR1 agonist,FUS yeast rescue,EPAC1 agonist,aSyn rescue,TDP43 rescue,EPAC2 antag
Cc1ccc(CNS(=O)(=O)c2ccc3c(c2)NC(=O)C(C)S3)cc1 (centres undefined),-14.2%,-7.1%,-8.7%,2.5%,6.8%,1.6%,7.6%,-8.9%
NS(=O)(=O)c1ccc(NC(=S)N2CCN(c3cccc(Cl)c3)CC2)cc1,-12.5%,1.9%,-29.5%,1.8%,4.0%,-0.7%,20.2%,-0.2%
Cc1cc(C)n2nc(C(=O)NC(c3ccccc3)c3ccccc3)nc2n1,-0.2%,-3.3%,i,13.2%,1.9%,1.5%,18.8%,3.8%
COc1ccc(/C=C2\CC/C(=C\c3ccc(OC)cc3OC)C2=O)c(OC)c1,0.3%,2.4%,i,-14.7%,3.0%,-6.4%,12.2%,7.9%

# Carrying on:
SMILES,EPAC1 antag,EPAC2 ag,PTHR1 agonist,FUS yeast rescue,EPAC1 agonist,aSyn rescue,TDP43 rescue,EPAC2 antag
Cc1ccc(C2=N/C(=C/N3CCOCC3)C(=O)O2)cc1,-3.9%,0.7%,-45.1%[inhibitor][57.5 µM],-9.6%,-3.7%,-9.2%,?,-1.3%
CC(C)(C)N/N=C/c1c(O)n(-c2ccc(Cl)cn2)c(=O)c2ccccc12,5.4%,-3.8%,i,.,-6.4%,-0.2%,-6.0%,-0.4%
Cc1noc(C)c1COc1ccc(C(=O)N2CC(C)CC(C)C2)cc1 (centres undefined),-15.6%,0.9%,-15.4%,22.1%,-8.1%,-3.9%,12.9%,0.5%
O=C(c1ccc2c(c1)OCCO2)N1CCN(c2ccc(C(F)(F)F)cn2)CC1,-18.2%,0.4%,-21.9%,-7.9%,-1.2%,?,?,-5.3%
CSc1ccc(/C=C(/Sc2nnc(-c3ccccc3)o2)C(=O)O)cc1,-2.8%,-9.8%,-8.6%,6.7%,-9.6%,1.1%,15.9%,-6.9%
CCOC(=O)c1csc(NC(=O)c2ccc(S(=O)(=O)N(C)C)cc2)n1,-0.6%,4.5%,-29.4%,-14.4%,3.7%,6.5%,-22.6%,-0.6%
CCn1cc(C(=O)N(C)Cc2ccc(OC(F)F)cc2)c(=O)c2ccc(C)nc21,-2.3%,3.9%,-46.6%[inhibitor],-3.6%,1.4%,8.3%,?,-9.3%
COc1ccc(-n2c(CCc3ccccc3)nnc2SCC(=O)c2ccccc2)cc1,-25.3%,1.3%,-0.2%,.,-1.9%,10.7%,1.4%,-17.2%
Cc1cc(C)c(NC(=O)c2cc(=O)c3ccccc3o2)c(C)c1,6.2%,-2.6%,-2.2%,-29.0%,-3.8%,2.4%,17.8%,-5.0%
CCOc1ccc(C(=O)NCC(=O)OCc2nnc(-c3ccccc3)o2)cc1OCC,6.0%,-0.9%,6.0%,-2.5%,-6.1%,0.1%,13.2%,0.3%
COc1ccc(CN(C(=O)COc2ccc(C)c(C)c2)C2CCS(=O)(=O)C2)cc1OC (centres undefined),1.4%,6.5%,i,8.1%,-8.2%,-3.6%,-6.5%,0.7%
O=C(Nn1c(COc2ccccc2)nc2ccccc2c1=O)C(Cl)(Cl)Cl,0.3%,13.7%,i,-8.0%,6.7%,-7.5%,-15.3%,-5.3%
CCC(CO)Oc1cc(NCc2cccnc2)c2ncn(C(C)C)c2c1 (centres undefined),10.9%,3.4%,-23.3%,2.5%,3.0%,8.6%,10.7%,9.1%
COc1ccc(S(=O)(=O)N(CC(=O)NC(C)C)Cc2ccccc2)cc1,11.8%,2.9%,5.8%[57.5 µM],22.1%,0.6%,0.0%,-3.2%,-3.2%
COc1cccc(/C=N/NC(=O)c2c(C)nc3ccc(Cl)cn23)c1O,3.1%,5.8%,i,13.5%,6.0%,-6.5%,2.7%,1.1%
CCCNC(=O)CN(Cc1ccco1)S(=O)(=O)c1ccc(OCC)cc1,-6.4%,1.3%,-1.4%,9.7%,-1.1%,7.5%,9.6%,7.2%
Clc1ccc(-c2ccc(/C=N/Nc3cc(N4CCOCC4)nc(N4CCOCC4)n3)o2)cc1,-8.0%,0.0%[15.6 µM],i,?,5.6%,-5.3%,-17.5%,0.7%
CCC(C)NC(=O)CCC(=O)Nc1ccc2nc(N3CC(C)CC(C)C3)cc(C)c2c1 (centres undefined),-11.0%,0.8%,i,2.9%,0.8%,9.9%,-0.6%,-18.7%
Cc1cc(/C=C2/SC(=O)NC2=O)c(C)n1-c1ccc(N2CCOCC2)cc1,4.9%,-2.2%,-5.3%,.,0.8%,-4.4%,-18.7%,1.8%
CON1C(=O)C(=O)N(OC)C(C)(C)C1C (centres undefined),4.9%,3.2%,i,-24.0%,-7.3%,-2.8%,-3.1%,8.7%
COc1cc(/C=C(\NC(C)=O)C(=O)Nc2cccc(O)c2)ccc1OC(C)=O,3.5%,-0.4%,-18.3%,13.2%,-1.6%,-0.9%,-25.3%,16.2%
CCOC(=O)N1CCN(C(=O)CN(C)S(=O)(=O)c2ccc(F)cc2)CC1,-5.5%,13.7%,-20.3%,-0.6%,7.6%,1.5%,-12.4%,1.2%
CN1CCN(S(=O)(=O)c2ccc(C#N)cc2)C(c2ccccc2)C1 (centres undefined),18.5%,2.6%,i,11.3%,1.4%,1.1%[1.84 µM],12.8%,7.1%
CCCN1CCN(C(=O)c2cc(COc3ccc4ncccc4c3)on2)CC1,7.5%,3.6%,-23.5%,-10.4%,4.2%,-10.0%,-16.5%,13.0%
CS(=O)(=O)N1CCCC(C(=O)Nc2ccccc2F)C1 (centres undefined),-3.1%,0.8%,i,6.1%,6.4%,6.0%,-17.7%[1.82 µM],-0.2%
Oc1ccc(Br)cc1CNc1cnc2ccccc2c1,3.4%,-0.8%,-39.1%[inhibitor],9.6%,5.6%,?,6.0%,-19.3%
COC(=O)CC1C(=O)NCCN1C(=O)c1ccccc1 (centres undefined),14.5%,-5.3%,4.7%[57.5 µM],-9.1%,0.1%,7.2%,-10.1%,3.6%
CCOC(=O)C1(Cc2ccc(OC)cc2)CCN(C(=O)Cc2cccnc2)CC1,3.1%,5.6%,i,-10.5%,11.6%,?,11.0%,2.3%
